Screens from PubChem BioAssay.
MBD2 DNA inh – MBD2-methylated oligo binding inhibition. TR-FRET, MBD2 binding to methylated oligonucleotide. Q9UBB5. inhibition, % at 4.4 µM. AID 686964. 0.31% of 370,000 active; in the data active = inhibition above about 13%
UHRF1 MBD2 ctr – human UHRF1 methylated DNA binding inhibitors; Q96T88; UHRF1 binding to methylated oligo, TR-FRET; inhibition, % at 4.4 µM; 0.75% of 370,000 active; AID 687016; in the data active = inhibition above about 21%;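 also: UHRF1 SRA domain binding a hemimethylated CpG hairpin DNA probe; 0% = median of test compound wells and 100% = reference inhibitor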
PRMT1 FP inh – PRMT1 (human) inhibition, primary screen; Q99873; recombinant PRMT1, activity-based probe fluorescence polarization; 1.3% of 370,000 active; inhibition, % at 2.79 µM;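 active = inhibition above about 21% made by adding two undisclosed values, limit read from the data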
TDP2 absorb – TDP2 (human) inhibition, absorbance primary screen; inhibition, % at 12.8 µM; AID 720702; O95551; recombinant TDP2, T5PNP hydrolysis, p-nitrophenol absorbance 415 nm; 0.34% of 370,000 active;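 active = inhibition above the mean of all tested compounds plus 3 SD, set per campaign, cut at about 25% in these data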;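 also: 0% = DMSO with enzyme and 100% = buffer with substrate but no TDP2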
Target sequence (O95551 whole entry, looked up): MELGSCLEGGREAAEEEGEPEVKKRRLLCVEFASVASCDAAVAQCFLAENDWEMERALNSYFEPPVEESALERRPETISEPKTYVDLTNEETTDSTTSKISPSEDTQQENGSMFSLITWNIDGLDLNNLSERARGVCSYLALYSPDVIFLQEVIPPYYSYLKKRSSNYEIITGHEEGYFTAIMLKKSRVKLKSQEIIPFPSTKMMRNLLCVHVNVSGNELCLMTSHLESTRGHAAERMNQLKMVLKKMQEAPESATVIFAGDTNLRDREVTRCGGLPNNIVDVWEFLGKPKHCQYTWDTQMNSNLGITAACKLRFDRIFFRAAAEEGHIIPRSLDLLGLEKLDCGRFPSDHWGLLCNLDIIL
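Material: recombinant human TDP2; quantity: TDP2 enzyme at 120 nM final; medium: Tris-HCl pH 7.5 with MgCl2; compound: single concentration, 12.8 µM nominal, with 1% DMSO; incubation: 2 h enzyme incubation at 37 °C; signal: epi absorbance; measure: percent inhibition; benchmarks: high control without enzyme, low control DMSO plus TDP2; repeats: singlicate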
SIAE primary – blocks human sialic acid acetylesterase | SIAE FP-Rh probe binding, fluorescence polarization | inhibition, % at 9.66 µM | 0.69% of 370,000 active;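 active = inhibition above a cutoff: mean of compounds within the control limits plus 3 SD of those, cut at about 17% in these data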;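 also: 0% = plate median of compound wells and 100% = probe without SIAE protein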
Target sequence (Q9HAT2 whole entry, looked up): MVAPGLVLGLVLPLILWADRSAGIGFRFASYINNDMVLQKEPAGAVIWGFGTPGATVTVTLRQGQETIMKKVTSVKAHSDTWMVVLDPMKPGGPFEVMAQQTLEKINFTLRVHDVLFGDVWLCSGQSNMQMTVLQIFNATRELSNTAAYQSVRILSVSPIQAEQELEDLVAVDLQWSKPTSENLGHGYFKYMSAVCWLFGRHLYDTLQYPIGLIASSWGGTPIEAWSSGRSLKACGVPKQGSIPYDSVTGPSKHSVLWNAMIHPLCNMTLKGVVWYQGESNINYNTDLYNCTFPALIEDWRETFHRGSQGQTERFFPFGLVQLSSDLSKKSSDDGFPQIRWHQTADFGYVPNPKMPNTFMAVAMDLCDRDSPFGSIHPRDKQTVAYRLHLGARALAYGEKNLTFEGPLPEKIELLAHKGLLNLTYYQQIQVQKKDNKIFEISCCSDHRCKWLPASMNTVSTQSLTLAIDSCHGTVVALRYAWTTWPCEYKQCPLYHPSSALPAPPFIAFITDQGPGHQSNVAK
TCR CD3 inh – inhibitors of human TCR-CD3 interaction; 0.37% of 360,000 active; TAMRA-labeled TCR probe fluorescence, biochemical; inhibition, % at 9.4 µM; in the data active = inhibition above about 19%;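 also: recombinant mutant TCR 2C K166C tagged with TAMRA read by polarization; 0% = receptor in buffer alone and 100% = receptor with positive control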
KLK7 zymogen act – proKLK7 (human) activation, primary screen; P49862; purified proKLK7, EDANS-DABCYL substrate fluorescence; 100% is mature enzyme control, 0% vehicle; activation, % at 7 µM; 0.9% of 370,000 active; AID 652039;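 active = activation above the mean of all tested compounds plus 3 SD, computed per campaign excluding outliers beyond control limits, cut at about 13% in these data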
LEDGF integ inh – blocks HIV-1 LEDGF/p75-dependent DNA integration | TR-FRET IN-LEDGF/p75 DNA integration, Eu/Cy5 | inhibition, % at 3.7 µM | 0.64% of 370,000 active | AID 743269;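 active = inhibition above the screen-wide mean plus 3 SD, cut at about 13% in these data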;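 also: signal is the Cy5 over europium emission ratio at 671 and 618 nm; 0% = plate median of compound wells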
Tn6 DDE FP – inhibitors of Tn6 peptide binding to human fibrin DD(E); P02675; Fibrin DD(E) TRITC-Tn6 fluorescence polarization displacement; inhibition, % at 8.3 µM; 0.21% of 370,000 active; AID 720509;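 active = inhibition above a per-campaign cutoff: mean of compounds within control limits plus 3 SD, cut at about 15% in these data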;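 also: 0% = median of all compound wells on the plate and 100% = blocking peptide control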
DDE Tn7 FP inh – disrupts Tn7 cyclic peptide binding to fibrin D-Dimer-E complex. P02675. FP displacement of FITC-Tn7 peptide from fibrin DD(E); 0% = median of compound wells per plate. inhibition, % at 8.3 µM. 0.13% of 370,000 active. AID 720508;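 active = inhibition above the mean of compounds falling within the control limits plus 3 SD of them, cut at about 14% in these data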;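 also: 0% = plate median of compound wells and 100% = 10 µM Aha-Tn7 peptide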
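System: human fibrin DD(E); quantity: Fibrin-DD(E) at 2 µM final; also added: fluorescent Tn7 probe at 0.1 µM; compound dosing: single nominal test concentration of 8.3 µM per compound; schedule: 10 min preincubation, 3 h with tracer, room temperature; detection: fluorescence polarization of the labelled Tn7 tracer; repeats: one replicate per compound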
Active calls of the source: *; / = no result given.

SMILES	MBD2 DNA inh	UHRF1 MBD2 ctr	PRMT1 FP inh	TDP2 absorb	SIAE primary	TCR CD3 inh	KLK7 zymogen act	LEDGF integ inh	Tn6 DDE FP	DDE Tn7 FP inh
COCCn1c(C)cc(C(=O)COC(=O)c2n[nH]c3ccccc23)c1C	4	1	1	0	-4	-1	0.8	0	-11	0
Cc1nn(Cc2c(F)c(F)c(F)c(F)c2F)c(C)c1NC(=O)c1ccc(COc2ccc(F)cc2)o1	0	0	-1	-7	-4	-3	0.2	-2	3	2
CC(C)OC(=O)CN1C(=O)C(=O)c2ccccc21	0	-4	-2	6	-3	-2	0.5	0	1	-3
C=CCn1c(CNc2ccc(C)cc2)nnc1SCC(=O)N/N=C/c1ccc(O)cc1O	-2	-3	-2	-4	3	4	0.5	-10	8	6
Cc1ccccc1-c1ccc2c(c1)[C@@H]1C[C@H](N(C)CC3CCCCC3)[C@H]([C@H](C)O)CN1CC2	2	7	4	0	1	-1	13*	1	0	5
Cc1ccc(C(=O)NS(=O)(=O)c2ccc(N=NN(C)C)cc2)cc1	-2	0	3	3	-7	11	0.1	3	7	4
COc1ccc(COC(=O)CCN=C2NS(=O)(=O)c3ccccc32)cc1F	-1	0	-1	5	-1	4	0.0	-2	1	-2
Cc1[nH]oc(=O)c1N=Nc1ccccc1	-4	1	-1	-1	1	11	-0.2	2	2	4
c1ccc(C[n+]2cccc(-c3ccccc3)c2)cc1	0	-1	-1	3	-7	10	0.3	-2	2	-2
O=C(O)CCn1c(-c2ccccc2)cc2ccccc21	-3	-1	0	-3	8	0	-0.1	0	-10	5
Cc1ccc[n+](CC(=O)Nc2nc3ccccc3s2)c1	-4	5	1	-10	-3	-1	0.2	-4	3	-2
O=C(O)CCC(=O)Nc1ccc(C(=O)OCC(=O)c2ccc(Cl)cc2)cc1	3	1	0	0	-5	3	0.3	-1	4	2
O[C@@H]1CN(CC2CCCCC2)[C@@H](c2ccc(Cl)cc2)C[C@H]1n1cc(-c2ccc(F)cc2)nn1	-7	-2	-3	-10	2	-7	0.0	6	-3	1
C/C(=N/NC(=O)CCC(=O)Nc1cccc(Cl)c1)c1ccc(C)cc1	2	-6	0	4	6	4	-0.1	2	0	-1
CC(C)C(NC(=O)OCc1ccccc1)C(=O)O (configuration not stated)	-4	-1	0	6	0	6	0.1	-2	3	-8
COc1cccc(C(=O)N2c3ccccc3Sc3ccccc32)c1	-2	0	0	7	0	-3	-0.3	2	3	0
O=C(/C=C/c1ccccc1)Nc1ccc(CN2CCOCC2)cc1	9	1	1	-8	-7	-5	-0.5	2	1	5
CCCn1nnc(NC(=S)NC(=O)c2ccccc2OC)n1	2	-1	3	9	0	1	0.1	-3	5	-2
COc1ccc(-c2nc(-c3ccncc3)no2)c(OC)c1	-2	-3	2	7	-7	-2	-0.1	2	4	-2
O=C(Nc1ccccc1C(F)(F)F)N1CCCCCC1	3	4	2	4	-1	-4	0.9	-1	-4	6
O=C(CN1CCN(C(=O)C2CCCO2)CC1)Nc1ccc(Br)cc1 (configuration not stated)	0	-1	0	7	0	0	-0.6	-2	4	0
CC1(C)Oc2ccc3ccc(=O)oc3c2/C(=C/Nc2ccccc2)C1=O	-5	0	-5	-5	-4	0	0.2	1	-3	1
O=C(C[C@@H]1C[C@@H]2c3cc(NS(=O)(=O)c4ccc(F)cc4)ccc3O[C@@H]2[C@H](CO)O1)N1CCc2ccccc2C1	3	-1	0	-5	6	-5	0.0	0	-3	0
O=C(COC(=O)COc1ccccc1)NC1CCS(=O)(=O)C1 (configuration not stated)	-6	0	-4	-19	-4	-8	0.5	3	10	-1
O=c1nccc(N/N=C/c2ccccc2)[nH]1	-2	-1	-2	-2	-2	8	-0.5	4	0	-8
COC(=O)c1c(NC(C)=O)sc(C(=O)Nc2ccccc2F)c1C	-8	-1	-1	-2	-3	3	-0.1	-6	5	3
COCC(=O)Nc1nc(-c2ccccc2)c(C)s1	2	-1	-1	-13	-4	6	0.0	4	0	-1
Cc1ccc(S(=O)(=O)N(CC(=O)N2CCC(C(N)=O)CC2)Cc2ccc(F)cc2)cc1	4	-1	0	-8	-3	-2	0.3	0	2	3
COc1cccc(C2=CC(=O)CC(C)(C)C2)n1	-2	0	-2	8	0	2	-0.4	-1	-1	2
COc1cccc(NC(=O)CSc2nnc(CNC(=O)c3ccccc3F)o2)c1	3	3	3	4	1	0	-0.3	-4	0	1
c1ccc(CN(CCN2CCOCC2)Cc2ccccc2)cc1	1	4	-3	-16	-3	-7	-0.3	2	1	-5
CC(Sc1nnnn1-c1ccccc1)C(=O)NC1CCCC1 (configuration not stated)	-4	1	-1	-6	3	-5	-0.2	1	-12	2
Cc1cc(=O)cc(C)n1-c1ccc(F)cc1F	0	0	0	-7	-9	4	0.4	0	1	6
CCN(CC)C(=O)C1CCCN(Cc2ccccc2C(F)(F)F)C1 (configuration not stated)	0	1	-2	-1	-6	8	-0.7	2	2	-8
Cc1cc(C(=O)NCCc2ccccc2)ccc1[N+](=O)[O-]	7	4	2	-6	-10	-2	0.1	-3	5	8
c1ccc(-c2noc(-c3cccnc3)n2)nc1	-9	-2	-5	-10	-3	-2	0.1	4	0	-1
Cc1ccc(Cc2c(C)c(C#N)c3[nH]c4ccccc4n3c2=O)cc1	2	2	3	-1	3	-6	-2.7	-6	-2	6
CCC(Oc1cc(Cl)ccc1Cl)C(=O)NNC(=O)CCC(=O)O (configuration not stated)	-2	0	2	12	5	3	-0.5	2	-6	-1
COc1ccc(Cl)cc1-c1cc(C(=O)NCc2ccc(C(F)(F)F)cc2)[nH]n1	2	-3	-2	4	0	-3	0.9	-1	-4	4
CCCn1c(=O)[nH]c(=O)c2c1nc(-c1ccc(C(F)(F)F)cc1)n2CCOC	-2	2	0	19	0	2	0.0	1	3	5
COCCNC(=O)C(OC(=O)CC1Sc2ccccc2NC1=O)c1ccncc1 (configuration not stated)	7	4	12	0	2	-3	-0.3	2	-4	-4
Cc1sc(-c2ccncc2)nc1OC(=O)c1ccc(Cl)cc1	-1	1	-1	-1	-4	2	8.0	-1	8	-8
Cc1c(Cl)cccc1NC(=S)C(=C([O-])c1ccc(Cl)s1)[n+]1ccccc1	-4	-1	8	-12	2	-6	-0.7	3	1	0
COc1ccc(N(CC(=O)NC2CCCC2)C(=O)c2ccc(C)s2)c(OC)c1	1	0	-1	4	0	-4	-0.2	4	8	1
CC(C)(C)c1ccc(S(=O)(=O)Nc2cccc(C3OCCCO3)c2)cc1	-3	-2	1	11	1	5	-0.1	3	-2	-1
Cc1nnc2sc(-c3ccc(N(C)C)cc3)nn2c1=O	-4	-9	3	1	6	-9	3.4	-6	-3	0
O=C(Nc1nccs1)c1cc2c(s1)CCCCC2	6	15	-1	6	-1	9	0.5	1	-8	7
O=C(Cn1nc(C(=O)O)c2ccccc2c1=O)Nc1cccc(S(=O)(=O)N2CCCC2)c1	-7	0	-1	4	10	-1	1.0	0	4	1
CCCCn1c2c(c(=N)c3ccccc31)CCC2	6	-1	0	3	-3	0	0.3	0	-3	-2
COc1cccc(C2NC(c3cccc(OC)c3O)C(C)C(=O)C2C)c1O (configuration not stated)	2	0	2	-11	5	8	0.9	-4	5	0
CCOc1ccc2nc(NC(=O)C3CCCN(S(=O)(=O)c4c(C)noc4C)C3)sc2c1 (configuration not stated)	2	1	0	3	-3	3	0.7	-4	6	6
Cc1cc2cc3c(cc2nc1SCC(=O)Nc1c(C)cccc1C)CCC3	1	1	0	1	2	8	0.2	-2	-1	3
O=C(CSc1nnc(-c2ccc(Cl)cc2)n1Cc1ccco1)Nc1cccc2ccccc12	0	2	8	2	-5	/	-0.1	-5	-4	3
COc1ccc(CN2C(=O)CN=C2Nc2cc(C)ccc2C)cc1	0	0	-4	-5	5	-5	-0.4	-2	11	-3
Cc1ccc(-c2nc(C#N)c(NCCCn3ccnc3)o2)cc1	1	2	-2	-13	1	1	3.4	4	8	-6
O=C(CN1CCN(C(=O)c2ccccc2)CC1)Nc1ccc(Br)cn1	-2	-3	3	-6	-1	7	0.0	-2	-1	1
Cc1ccc(NS(=O)(=O)c2ccc(C(=O)NCCN3CCOCC3)cc2)cc1	3	0	-1	-12	1	1	0.5	-1	4	-1
CCOC(=O)Nc1ccc2c(c1)N(C(=O)N(CC)CC)c1ccccc1CC2	-3	0	2	-4	-5	2	0.0	9	-1	5
O=C(CS(=O)c1cccc(C(F)(F)F)c1)Nc1ccccc1Cl (configuration not stated)	0	-3	-1	1	-2	5	0.9	2	-12	-8
Cc1onc(-c2ccccc2)c1C(=O)OCC(=O)NC(C)c1ccc(Cl)cc1 (configuration not stated)	-1	1	-1	-5	-2	-5	-0.3	1	0	5

Limited to DDE Tn7 FP inh and Tn6 DDE FP, for some of the entries so far:
Structure	DDE Tn7 FP inh	Tn6 DDE FP
Cc1sc(-c2ccncc2)nc1OC(=O)c1ccc(Cl)cc1	-8	8
Cc1c(Cl)cccc1NC(=S)C(=C([O-])c1ccc(Cl)s1)[n+]1ccccc1	0	1

The list continues.
SMILES	MBD2 DNA inh	UHRF1 MBD2 ctr	PRMT1 FP inh	TDP2 absorb	SIAE primary	TCR CD3 inh	KLK7 zymogen act	LEDGF integ inh	Tn6 DDE FP	DDE Tn7 FP inh
COc1ccc(-c2nc(CN3CCC(C(=O)N4CCOCC4)CC3)c(C)o2)cc1C	-1	1	-2	-13	2	4	0.3	2	1	-4
Cc1ccsc1C(=O)OCC(=O)Nc1cccc(S(=O)(=O)N2CCOCC2)c1	4	2	3	-9	1	-5	0.3	3	-3	-5
Cc1cc(NC(=O)Cc2ccccc2[N+](=O)[O-])no1	3	4	3	0	8	-7	-0.5	-6	4	5
COc1ccc(-c2cc(CC3(C(=O)O)CCN(C(=O)OC(C)(C)C)CC3)on2)c(OC)c1	-3	-2	-3	11	10	-1	1.1	0	-8	0
O=C(C[n+]1ccccc1)N1c2ccccc2Sc2ccccc21	-5	-3	-2	-12	10	7	0.0	0	4	-2
COc1ccccc1CNC(=O)CNC(=O)c1cn(-c2ccccc2OC)c(=O)c2ccccc12	5	6	5	-22	-10	-1	-0.1	-9	0	-1
CCOc1ccc2ncc(S(=O)(=O)c3ccccc3)c(N3CCN(c4ccc(OC)cc4)CC3)c2c1	1	1	3	-10	0	-1	-0.8	-4	1	8
COc1cc(NC(=O)[C@@H]2O[C@H](CO)[C@@H](O)[C@H]2O)cc(OC)c1OC	-1	-1	3	2	5	1	-0.3	0	-3	2

Quoted from the results shown, two compounds:
SMILES	MBD2 DNA inh	UHRF1 MBD2 ctr	PRMT1 FP inh	TDP2 absorb	SIAE primary	TCR CD3 inh	KLK7 zymogen act	LEDGF integ inh	Tn6 DDE FP	DDE Tn7 FP inh
COCCn1c(C)cc(C(=O)COC(=O)c2n[nH]c3ccccc23)c1C	4	1	1	0	-4	-1	0.8	0	-11	0
Cc1nn(Cc2c(F)c(F)c(F)c(F)c2F)c(C)c1NC(=O)c1ccc(COc2ccc(F)cc2)o1	0	0	-1	-7	-4	-3	0.2	-2	3	2
